RXFP1 agonist – activates the human relaxin receptor RXFP1 | HEK293T-RXFP1 cAMP TR-FRET, 30 min; response scale: percent of porcine relaxin response, buffer zero | hit rate 0.3% among 370,000 | Potency, µM (highest dose often 57.5 µM), inactives show top-dose activation, most hits filed as activators; also: potency is read from the fitted curve at half-maximal effect; % is scaled to controls: 0 for no effect and ±100 for the full control effect; nearly all actives have a fitted effect of over 60% in size; many of its hits are not listed in these tables
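HEK293T cells stably expressing RXFP1 were pretreated with the PDE4 inhibitor Ro 20174, exposed to compounds for 30 min at 37C, lysed, and cAMP was read by TR-FRET. Data normalized to buffer (basal) and 29 nM porcine relaxin (100%).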
USP1-UAF1 inh – inhibitors of human USP1/UAF1 deubiquitinase. O94782. recombinant USP1/UAF1, Ub-Rhodamine cleavage fluorescence. Potency, µM (highest dose often 57.1 µM), for inactives: at the top dose activity change, negative = inhibition, actives largely listed as inhibitors. hit rate 0.23% among 390,000; also: potency is read from the fitted curve at half-maximal effect; % is scaled to controls: 0 for no effect and ±100 for the full control effect; nearly all actives have a fitted effect of over 60% in size; inactives centre near -12
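Step one: compound is pinned into 1nM USP1/UAF1 in HEPES pH 7.8 buffer with TCEP. Step two: 15 min room-temperature incubation. Step three: Ub-Rho (150nM final) starts cleavage, tracked by fluorescence over six one-minute reads.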
GRP78 ERSR act – ER stress response induction in glioma; hit rate 0.02% among 420,000; Potency, µM, inactives show at the highest dose activation, most hits filed as activators; U87-MG GRP78 promoter luciferase reporter, 16 h; also: potency is read from the fitted curve at half-maximal effect; series mostly up to about 76 µM; % of control where 0% means no effect; nearly all actives have a fitted effect of over 35% in size
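ERSR induction read as luciferase luminescence (Bright-Glo, 10 min at room temperature) in stably transfected human U87-MG glioma cells exposed to compounds for 16 h, using GRP78 as sensor.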
TrxR1 substrate – is turned over as a substrate by rat TrxR1; O89049; purified TrxR1 substrate turnover, NADPH consumption readout; Potency, µM (series often up to 114 µM), without a hit: at the highest dose activity change, negative = substrate turnover; hit rate 0.01% among 390,000; also: potency is read from the fitted curve at half-maximal effect; % is scaled to controls: 0 for no effect and ±100 for the full control effect; nearly all actives have a fitted effect of over 50% in size
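Rat TrxR1, dispensed at 90 nM, was prereduced with 400 uM NADPH (final) for 5 min at ~22 deg C, then incubated with compound 15 min before 400 uM selenite. A first-read NADPH fluorescence drop versus no-compound background flagged substrates.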
Vif-APOBEC3F blk – Vif-A3F binding inhibition | HeLa A3F-eYFP + Vif (tagged APOBEC3F with the HIV-1 protein that degrades it), YFP fluorescence increase | Potency, µM (highest dose often 46.1 µM), for the others: top-dose activity, negative = active | hit rate 0.2% among 390,000 | AID 602313; also: potency is read from the fitted curve at half-maximal effect; % of control where 0% means no effect; nearly all actives have a fitted effect of over 65% in size
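HeLa cells stably expressing A3F-eYFP plus Vif, plated and incubated overnight at 37 deg C, then exposed to compounds overnight at 37 deg C. Blocked degradation read as raised yellow fluorescence (Ex 488/Em 500-530).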
PI4K2A block – PI4K2A (human) kinase inhibition | Q9BTU6 | purified PI4K2A, ADP-Glo luminescence, 1 h; hits give low values | activity change, negative = inhibition, % at 76.9 µM | hit rate 0.13% among 420,000; in the data active = activity change below about -50%; inconclusive = mostly about -30% to -49%;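 also: -100% = wells without enzyme as full effect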
Target sequence (Q9BTU6 whole entry, looked up): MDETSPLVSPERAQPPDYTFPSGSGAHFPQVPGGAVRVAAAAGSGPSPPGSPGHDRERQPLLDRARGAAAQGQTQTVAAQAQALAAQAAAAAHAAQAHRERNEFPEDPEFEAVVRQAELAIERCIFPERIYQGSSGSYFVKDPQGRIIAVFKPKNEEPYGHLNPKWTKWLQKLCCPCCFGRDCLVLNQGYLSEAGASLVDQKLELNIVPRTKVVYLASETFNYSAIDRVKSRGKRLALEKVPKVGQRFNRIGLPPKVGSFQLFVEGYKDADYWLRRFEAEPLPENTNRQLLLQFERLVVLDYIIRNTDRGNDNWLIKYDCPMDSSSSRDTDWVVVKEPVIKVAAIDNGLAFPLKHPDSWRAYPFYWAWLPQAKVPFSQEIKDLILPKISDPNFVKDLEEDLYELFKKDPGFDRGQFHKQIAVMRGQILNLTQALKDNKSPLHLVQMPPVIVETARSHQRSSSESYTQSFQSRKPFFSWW
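In this quantitative HTS, ADP production by PI4K2A was quantified luminescently after 1 h at ambient temperature; 100 microM adenosine served as plate-quality control.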
mIDH1 inhibitor – blocks human mutant IDH1 R132H enzyme; Potency, µM (top dose mostly 76.6 µM), inactives show top-dose activity change, negative = inhibition, most hits filed as inhibitors; AID 602179; hit rate 0.093% among 390,000; O75874; IDH1-R132H enzyme, NADPH consumption, diaphorase/resazurin fluorescence; also: potency is read from the fitted curve at half-maximal effect; % is scaled to controls: 0 for no effect and ±100 for the full control effect; nearly all actives have a fitted effect of over 65% in size
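IDH1-R132H (0.5 ug/mL) preincubated 30 min with compound, then NADPH (0.016 mM) and alpha-KG (2 mM) added; 80 min at RT, pH 7.5. Remaining NADPH coupled via diaphorase/resazurin to fluorescence (540/590 nm); concentration-response curves normalized to no-enzyme control.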
Vif-A3G inh – blocks the Vif interaction with human APOBEC3G | Q9HC16 | HeLa A3G-eYFP + Vif (tagged APOBEC3G with the HIV-1 protein that degrades it), YFP fluorescence, overnight | Potency, µM (highest dose often 46.1 µM), for the others: at the highest dose activity, negative = active, actives largely listed as inhibitors | hit rate 0.076% among 410,000 | AID 602310;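 also: potency is read from the fitted curve at half-maximal effect; % is scaled to controls: 0 for no effect and ±100 for the full control effect; nearly all actives have a fitted effect of over 60% in size; hits raise eYFP signal because A3G escapes Vif-driven loss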
Target sequence (Q9HC16 whole entry, looked up): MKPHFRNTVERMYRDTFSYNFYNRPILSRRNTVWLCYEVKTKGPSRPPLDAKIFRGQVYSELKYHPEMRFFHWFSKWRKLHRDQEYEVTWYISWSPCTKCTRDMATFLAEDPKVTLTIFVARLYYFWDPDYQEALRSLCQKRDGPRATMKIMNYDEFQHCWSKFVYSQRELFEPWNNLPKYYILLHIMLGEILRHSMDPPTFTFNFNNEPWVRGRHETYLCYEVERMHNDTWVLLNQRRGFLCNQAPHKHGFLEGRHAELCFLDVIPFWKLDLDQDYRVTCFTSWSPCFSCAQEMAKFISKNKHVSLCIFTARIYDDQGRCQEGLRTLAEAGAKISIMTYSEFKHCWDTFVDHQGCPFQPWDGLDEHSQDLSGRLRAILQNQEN
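Read-out is eYFP fluorescence (Ex 488/Em 500-530) from Vif-expressing HeLa A3G-eYFP cells; more signal means A3G escaped Vif-mediated degradation. Cells plated overnight, compound pinned in, incubated overnight at 37 deg C.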
LDHA inh – blocks human lactate dehydrogenase A | purified LDHA, NADH/diaphorase-resazurin fluorescence; hits give low values | AID 1347041 | P00338 | hit rate 0.15% among 480,000 | activity change, % (values are at about 110 or 230 µM); in the data active = activity change below about -30%; inconclusive = mostly about -25% to -30%;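 also: plate controls were DMSO wells for no effect and wells without enzyme for full effect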
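Remaining NADH was detected by diaphorase (0.133 mg/mL) converting 37 µM resazurin to fluorescent resorufin, read at 0 and 20 minutes. The preceding 5-minute room-temperature reaction used 2 nM LDHA, 0.2 mM sodium pyruvate and 0.06 mM NADH at pH 7.4.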
Active calls of the source: *; [ ] = another dose, or the depositor's remark. Unless noted, calls follow the shape of the dose curve; as a rule, active = well fitted curve in the direction sought with a large enough effect; inconclusive = small, poorly fitted or top-dose-only effect, or another doubt; inactive = no such curve, though single readings can be large; an effect the other way counts as inactive or inconclusive. Some of the compounds tested. The share of hits here may be higher or lower than overall.

`COC(=O)C1=C(c2ccc(C(C)=O)cc2)C[C@@H]2CC[C@H]1N2C(=O)N1CCOCC1` gave RXFP1 agonist -0.2%, USP1-UAF1 inh 20%, GRP78 ERSR act -4%, TrxR1 substrate 6%[57.1 µM], Vif-APOBEC3F blk 0%, PI4K2A block 1, mIDH1 inhibitor -17%, Vif-A3G inh 3% and LDHA inh -4.
Screening CCOC(=O)Cn1cc(C(=O)c2ccccc2)c2ccccc21 returned RXFP1 agonist 3.7%, USP1-UAF1 inh -15%, GRP78 ERSR act -3%, TrxR1 substrate 0%, Vif-APOBEC3F blk -6%, PI4K2A block -3, mIDH1 inhibitor 16%, Vif-A3G inh 0% and LDHA inh -2.
`CCOC(=O)c1c(N)n(CCCOC(=O)c2ccco2)c2nc3ccccc3nc12` gave RXFP1 agonist 1.6%, USP1-UAF1 inh -19%, GRP78 ERSR act -16%, TrxR1 substrate 133%[activator][57.1 µM], Vif-APOBEC3F blk 7%, PI4K2A block -3, mIDH1 inhibitor 10%, Vif-A3G inh -13% and LDHA inh 22.
`O=c1c2ccccc2nc(CN2CCCCCC2)n1-c1ccc(F)cc1` gave RXFP1 agonist 1.3%, USP1-UAF1 inh -16%, GRP78 ERSR act -4%, TrxR1 substrate 7%, Vif-APOBEC3F blk 1%, PI4K2A block 2, mIDH1 inhibitor 1%, Vif-A3G inh -4% and LDHA inh 0.
Screening CC1CN=C(NCCc2ccccc2)S1 (configuration not stated) returned RXFP1 agonist -1.6%, USP1-UAF1 inh -4%, GRP78 ERSR act -3%, TrxR1 substrate 6%[57.1 µM], Vif-APOBEC3F blk 6%, PI4K2A block -1, mIDH1 inhibitor 0%, Vif-A3G inh 0% and LDHA inh -6.
Screening COC(=O)C1=C(c2ccc(-c3ccccc3)c(F)c2)C[C@@H]2CC[C@H]1N2C(=O)N1CCCC1 returned RXFP1 agonist 0.4%, USP1-UAF1 inh -18%, GRP78 ERSR act -5%, TrxR1 substrate -5%, Vif-APOBEC3F blk -13%, PI4K2A block 2, mIDH1 inhibitor -10%, Vif-A3G inh 0% and LDHA inh 1.
C#C[C@]1(O)CC[C@H]2[C@@H]3[C@H](O)C[C@H]4C[C@@H](O)CC[C@]4(C)[C@H]3CC[C@@]21C was read as USP1-UAF1 inh -21%, GRP78 ERSR act -6%, Vif-APOBEC3F blk -9%, PI4K2A block 1, mIDH1 inhibitor 13%, Vif-A3G inh 2% and LDHA inh 1.
`Cc1ccc(Nc2nnc(-c3ccc(C)c(S(=O)(=O)NCc4nc5ccccc5[nH]4)c3)c3ccccc23)cc1` gave RXFP1 agonist 6.1%, USP1-UAF1 inh inconclusive, GRP78 ERSR act 5%, TrxR1 substrate 0%, Vif-APOBEC3F blk -5%, PI4K2A block -4, mIDH1 inhibitor -22%, Vif-A3G inh -3% and LDHA inh -8.
`CC(=O)OC1N=C(c2ccccc2Cl)c2cc(Br)ccc2NC1=O` (configuration not stated) gave RXFP1 agonist -1.6%, USP1-UAF1 inh -11%, GRP78 ERSR act -3%, TrxR1 substrate -8%, Vif-APOBEC3F blk -4%, PI4K2A block 12, mIDH1 inhibitor -1%, Vif-A3G inh -2% and LDHA inh 0.
O=C1NCN(c2ccccc2)C12CCN(C(c1cc3ccccc3o1)c1nnnn1C1CCCC1)CC2 (configuration not stated) was read as GRP78 ERSR act 4%, PI4K2A block -1, Vif-A3G inh -8% and LDHA inh -10.
Screening CCCCn1c(O)c(/C(C)=N/NC(=O)Nc2ccccc2)c(=O)[nH]c1=O returned RXFP1 agonist 0.8%, USP1-UAF1 inh -15%, GRP78 ERSR act 3%, TrxR1 substrate -8%, Vif-APOBEC3F blk 6%, PI4K2A block -7, mIDH1 inhibitor -5%, Vif-A3G inh 0% and LDHA inh 0.
For O=c1cccc2n1CC1CC2CN(Cc2ccc3c(c2)OCO3)C1 (configuration not stated) the results were RXFP1 agonist 1.3%, USP1-UAF1 inh -18%, GRP78 ERSR act -2%, TrxR1 substrate 1%, Vif-APOBEC3F blk -5%, PI4K2A block 3, mIDH1 inhibitor 0%, Vif-A3G inh -1% and LDHA inh 6.

Overlap with the part before: three compounds, followed by the next part.
O=C1NCN(c2ccccc2)C12CCN(C(c1cc3ccccc3o1)c1nnnn1C1CCCC1)CC2 (configuration not stated) was read as GRP78 ERSR act 4%, PI4K2A block -1, Vif-A3G inh -8% and LDHA inh -10.
Screening CCCCn1c(O)c(/C(C)=N/NC(=O)Nc2ccccc2)c(=O)[nH]c1=O returned RXFP1 agonist 0.8%, USP1-UAF1 inh -15%, GRP78 ERSR act 3%, TrxR1 substrate -8%, Vif-APOBEC3F blk 6%, PI4K2A block -7, mIDH1 inhibitor -5%, Vif-A3G inh 0% and LDHA inh 0.
For O=c1cccc2n1CC1CC2CN(Cc2ccc3c(c2)OCO3)C1 (configuration not stated) the results were RXFP1 agonist 1.3%, USP1-UAF1 inh -18%, GRP78 ERSR act -2%, TrxR1 substrate 1%, Vif-APOBEC3F blk -5%, PI4K2A block 3, mIDH1 inhibitor 0%, Vif-A3G inh -1% and LDHA inh 6.
For O=C(CCNS(=O)(=O)c1ccccc1)Nc1ccc(Cl)cc1C(=O)c1ccccc1 the results were RXFP1 agonist -0.8%, USP1-UAF1 inh -22%, GRP78 ERSR act -5%, TrxR1 substrate 10%[57.1 µM], Vif-APOBEC3F blk -6%, PI4K2A block -2, mIDH1 inhibitor 4%, Vif-A3G inh 1% and LDHA inh -3.
COc1cc([C@H]2OC[C@H]3[C@@H]2CO[C@@H]3c2cc(OC)c(O[C@@H]3O[C@H](CO)[C@@H](O)[C@H](O)[C@H]3O)c(OC)c2)cc(OC)c1O[C@H]1O[C@@H](CO)[C@H](O)[C@@H](O)[C@@H]1O was read as USP1-UAF1 inh -2%, GRP78 ERSR act -3%, TrxR1 substrate 8%, Vif-APOBEC3F blk 0%, PI4K2A block -1, mIDH1 inhibitor 27%, Vif-A3G inh -17% and LDHA inh 17.
`O=C1CC(N2CC=C(c3ccccc3)CC2)C(=O)N1c1ccc(F)cc1` (configuration not stated) gave RXFP1 agonist -0.8%, USP1-UAF1 inh -15%, GRP78 ERSR act -6%, TrxR1 substrate 4%[57.1 µM], Vif-APOBEC3F blk 1%, PI4K2A block 3, mIDH1 inhibitor 0%, Vif-A3G inh -2% and LDHA inh -4.
For COc1ccccc1-n1c(O)c(C=NCc2ccc3c(c2)OCO3)c(=O)[nH]c1=O the results were RXFP1 agonist 0.4%, USP1-UAF1 inh -22%, GRP78 ERSR act 4%, TrxR1 substrate -1%[57.1 µM], Vif-APOBEC3F blk -14%, PI4K2A block -3, mIDH1 inhibitor 0%, Vif-A3G inh -4% and LDHA inh -5.
COc1ccc(C2C=C(C)Oc3c2c(=O)oc2ccccc32)cc1OC (configuration not stated) was read as USP1-UAF1 inh -16%, GRP78 ERSR act -4%, Vif-APOBEC3F blk 1%, PI4K2A block -1, mIDH1 inhibitor 0%, Vif-A3G inh -8% and LDHA inh 1.
`OC(C#CCN1CCOCC1)(c1ccccc1)C1CCCC1` (configuration not stated) gave RXFP1 agonist 0.9%, USP1-UAF1 inh 6%, GRP78 ERSR act 6%, TrxR1 substrate 4%, Vif-APOBEC3F blk -26%, PI4K2A block 2, mIDH1 inhibitor -1%, Vif-A3G inh -4% and LDHA inh 0.
`O=C(N/N=C/c1c(O)n(Cc2ccc(F)cc2)c(=O)[nH]c1=O)c1ccccc1` gave RXFP1 agonist 1.9%, USP1-UAF1 inh inconclusive, GRP78 ERSR act 5%, TrxR1 substrate 2%[57.1 µM], Vif-APOBEC3F blk -19%, PI4K2A block 0, mIDH1 inhibitor 2%, Vif-A3G inh -1% and LDHA inh 0.
For CN(C)C(=O)Oc1noc2cc(Cl)ccc12 the results were RXFP1 agonist -0.6%, USP1-UAF1 inh -14%, GRP78 ERSR act 3%, TrxR1 substrate 6%, Vif-APOBEC3F blk -1%, PI4K2A block -2, mIDH1 inhibitor -3%, Vif-A3G inh -2% and LDHA inh 1.
`c1ccc(CN2Cc3ccccc3-n3nncc3C2)nc1` gave USP1-UAF1 inh -4%, GRP78 ERSR act -3%, Vif-APOBEC3F blk -8%, PI4K2A block -2, mIDH1 inhibitor 5%, Vif-A3G inh 2% and LDHA inh -12.
CSCCC(N=Cc1c(O)n(-c2ccc(Br)cc2)c(=O)[nH]c1=O)C(=O)OC(C)(C)C (configuration not stated) was read as RXFP1 agonist -2.3%, USP1-UAF1 inh -13%, GRP78 ERSR act -5%, TrxR1 substrate 1%, Vif-APOBEC3F blk 5%, PI4K2A block 7, mIDH1 inhibitor 6%, Vif-A3G inh -4% and LDHA inh -2.
C[C@H]1CC2C3CC=C4C[C@@H](O)CC[C@]4(C)C3CC[C@]2(C)[C@H]1O (some centres not stated) was read as USP1-UAF1 inh inconclusive, GRP78 ERSR act -4%, TrxR1 substrate 2%, Vif-APOBEC3F blk 5%, PI4K2A block 4, mIDH1 inhibitor -5%, Vif-A3G inh -2% and LDHA inh 0.
